Compound activity (PubChem)
DSG3 Ab inh: inhibitors of pemphigus antibody binding to human desmoglein-3; P32926; DSG3-coupled beads, scFv-anti-DSG3-GFP binding, flow cytometry; active compounds read low; binding (percent of control), % at 10 µM; actives 0.48% (n = 310,000); AID 588358;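 active = binding more than 3 SD below its plate's average and above zero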;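 note: hits lower antibody fragment binding to DSG3; some compounds called inactive have numbers as strong as hits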
Target sequence (P32926 whole entry, looked up, the tested form may be a part): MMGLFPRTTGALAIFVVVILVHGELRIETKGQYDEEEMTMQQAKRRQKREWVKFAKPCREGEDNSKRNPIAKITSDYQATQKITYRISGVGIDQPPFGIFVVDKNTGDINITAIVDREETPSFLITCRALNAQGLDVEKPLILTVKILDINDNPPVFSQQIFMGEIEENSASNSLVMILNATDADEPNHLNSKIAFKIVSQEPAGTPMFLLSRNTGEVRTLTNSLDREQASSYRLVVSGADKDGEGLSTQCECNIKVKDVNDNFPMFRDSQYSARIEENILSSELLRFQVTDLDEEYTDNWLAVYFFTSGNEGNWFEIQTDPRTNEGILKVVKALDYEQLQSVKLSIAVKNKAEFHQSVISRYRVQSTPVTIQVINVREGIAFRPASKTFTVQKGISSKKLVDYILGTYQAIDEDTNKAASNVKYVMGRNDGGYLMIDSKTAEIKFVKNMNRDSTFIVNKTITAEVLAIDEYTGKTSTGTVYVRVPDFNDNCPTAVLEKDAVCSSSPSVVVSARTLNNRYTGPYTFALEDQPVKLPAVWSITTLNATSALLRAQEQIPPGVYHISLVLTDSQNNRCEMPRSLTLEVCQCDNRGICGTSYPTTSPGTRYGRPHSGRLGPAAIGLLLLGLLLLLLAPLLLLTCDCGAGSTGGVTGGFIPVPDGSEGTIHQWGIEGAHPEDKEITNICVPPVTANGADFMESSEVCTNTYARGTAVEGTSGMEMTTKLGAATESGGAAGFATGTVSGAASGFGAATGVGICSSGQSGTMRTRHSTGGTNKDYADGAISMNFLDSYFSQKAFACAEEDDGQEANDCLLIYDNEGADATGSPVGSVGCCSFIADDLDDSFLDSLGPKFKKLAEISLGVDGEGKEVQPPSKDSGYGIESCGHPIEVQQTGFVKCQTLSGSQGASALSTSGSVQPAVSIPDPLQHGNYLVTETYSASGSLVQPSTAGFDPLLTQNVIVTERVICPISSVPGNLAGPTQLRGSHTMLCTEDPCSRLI
Arrestin-AP2 inh: blocks beta-arrestin peptide binding to AP2 adaptin; inhibition, % at 10 µM; AID 504490; actives 0.31% (n = 340,000); FITC-arrestin peptide / GST-AP2 beads, flow cytometry; AP2 beta2 appendage carries R879A mutation;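 active = inhibition above a set limit, near 3 SD of compounds lacking own fluorescence, cut at about 54% in these data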;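 note: plate controls were DMSO wells for no effect and 5 µM unlabelled arrestin peptide for full effect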
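Measured by: flow cytometry, FL1 (488/535 nm); Material: AP2 appendage R879A on GSH beads; Evaluation: percent response; Timing: pre-incubation 12 min, peptide binding 1 h, room temperature; Also added: 50 nM FITC-arrestin peptide; Medium: PBS with 0.05% Tween 20 and 0.1% BSA.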
V-ATPase pHluor: yeast V-ATPase proton transport regulation by pHLuorin. S. cerevisiae, pHLuorin cytosolic pH fluorescence. response, % at 10 µM. actives 0.37% (n = 350,000); in the data active = response mostly above about 7.3%, no sharp cut-off; inactive = mostly below about 5.4%; note: actives read high; inactives centre near 0; some compounds called inactive have numbers as strong as hits; reference of the scale not given here
Starred values were filed as active, the others as inactive. An excerpt; count on the stated rates, not on these rows.

| DSG3 Ab inh | compound | Arrestin-AP2 inh | V-ATPase pHluor |
| --- | --- | --- | --- |
| 88 | O=C(NNc1ncnc2sccc12)c1ccc(Cl)cc1 | -2 | 2 |
| 102 | O=C(Cc1ccccc1)Nc1ccc(F)cc1 | 9 | -2 |
| 86 | Fc1ccc(-c2noc(-c3ccc4c(c3)CCO4)n2)cc1 | 2 | 0 |
| 100 | Cc1onc(-c2ccccc2)c1C(=O)NC(=S)NNC(=O)c1ccco1 | 20 | -6 |
| 114 | COc1ccccc1N1C(=O)C2C(C(=O)c3ccccc3)=NN(c3ccc(Br)cc3)C2C1=O (stereo not given) | 5 | -13 |
| 99 | COc1ccc(CCNC(=O)CCCN2C(=O)c3ccccc3C2=O)cc1 | 9 | 1 |
| 105 | CNC(=S)NNC(=O)c1ccccc1Cl | 39 | 3 |
| 103 | COc1ccc(NC(=O)C2CC3CCC2C3)c(OC)c1 (stereo not given) | 1 | -2 |
| 107 | Cc1ccc(-n2nc(-c3ccc(OC(F)(F)F)cc3)cc2N)cc1C | 38 | -3 |
| 102 | O=C(Nc1ccc(F)cc1)Nc1ccccc1C(=O)NCCN1CCNC1=O | 2 | -1 |
| 108 | COc1ccc(CNC(=S)N/N=C(/C)c2ccccc2)cc1 | 7 | -4 |
| 104 | Cn1c(=O)cc2c3c(c(N4CCCCC4)ccc31)C(=O)c1ccccc1-2 | 10 | 0 |
| 95 | Cn1nc(C(F)(F)F)c(-c2cccc(C(F)(F)F)c2)c1NC(=O)c1cccnc1 | 14 | 3 |
| 102 | CCOC(=O)CNC(=O)CSc1nc2c(C)cccc2cc1CC | 17 | 1 |
| 102 | N#Cc1c(-c2ccccc2)nc(SCC(=O)Nc2nnc(C(F)(F)F)s2)[nH]c1=O | 4 | 0 |
| 104 | CCS(=O)CC(=O)Nc1c(-c2ccccc2)oc2ccccc2c1=O (stereo not given) | 17 | 3 |
| 96 | O=C(Nc1cccc2ccccc12)NC1Cc2ccccc2C1 | 41 | 1 |
| 97 | CCC(=O)Nc1cccc(-c2cn3cccc(C)c3n2)c1 | -3 | -2 |
| 104 | Cc1ccc(Nc2nc(N)c([N+](=O)[O-])c(NCCO)n2)cc1 | 3 | -2 |
| 96 | C/C(=N\O)c1c(O)cc(-c2ccccc2)n(-c2ccccc2)c1=O | 7 | -6 |
| 106 | O=c1cc(-c2ccccc2)nc2c(-c3ccccc3)c(C(F)(F)F)[nH]n12 | 0 | -4 |
| 110 | COCCNC(=O)CSc1nc2sc(C)c(C)c2c(=O)n1-c1ccccc1 | 9 | 1 |
| 92 | Cn1cnnc1SCc1ccccc1[N+](=O)[O-] | -16 | -4 |
| 96 | Nn1c(SCc2cccc(F)c2)nnc1-c1ccncc1 | 34 | 0 |
| 108 | O=[N+]([O-])c1ccccc1S(=O)(=O)NCc1ccco1 | 11 | -1 |
| 93 | COc1cc(C(=O)NC(=S)N(C)Cc2ccccc2)cc(OC)c1OC | 45 | 1 |
| 96 | CC(/C=N/NC(=O)Cn1nnc(N)n1)=C\c1ccc(C(C)C)cc1 | 4 | 1 |
| 103 | O=C1CSCN1c1cc(Cl)ccc1Cl | 19 | 3 |
| 109 | Cc1cc(C)c2c(N)c(C(=O)c3ccccc3)sc2n1 | -18 | -3 |
| 107 | Cn1nc(C2CC2)cc1NC(=O)CC(CC(=O)O)c1ccccc1 (stereo not given) | 14 | 0 |
| 108 | CC(=O)N1N=C(c2ccco2)CC1c1cc2cc(C)ccc2nc1Cl (stereo not given) | -7 | -2 |
| 99 | COc1cc(NS(=O)(=O)c2ccc3[nH]c(=O)oc3c2)cc(OC)c1 | 18 | 2 |
| 117 | S=C1NCN(Cc2cccnc2)CN1 | 5 | 3 |
| 100 | COCCNC(=O)c1ccccc1N(Cc1ccccc1)S(=O)(=O)c1ccccc1 | -8 | 0 |
| 85 | COc1ccc(-c2ccnc(SCC(=O)N3CCN(c4ccccc4)CC3)n2)cc1 | 45 | -3 |
| 93 | NNC(=O)c1csc(CS(=O)(=O)c2ccc(Cl)cc2)n1 | 7 | 4 |

Compounds from the list above that have a Cl atom, in the order listed:
| DSG3 Ab inh | compound | Arrestin-AP2 inh | V-ATPase pHluor |
| --- | --- | --- | --- |
| 88 | O=C(NNc1ncnc2sccc12)c1ccc(Cl)cc1 | -2 | 2 |
| 105 | CNC(=S)NNC(=O)c1ccccc1Cl | 39 | 3 |
| 103 | O=C1CSCN1c1cc(Cl)ccc1Cl | 19 | 3 |
| 108 | CC(=O)N1N=C(c2ccco2)CC1c1cc2cc(C)ccc2nc1Cl (stereo not given) | -7 | -2 |
| 93 | NNC(=O)c1csc(CS(=O)(=O)c2ccc(Cl)cc2)n1 | 7 | 4 |

Reformatted: entries from further up
COc1cc(NS(=O)(=O)c2ccc3[nH]c(=O)oc3c2)cc(OC)c1
- DSG3 Ab inh = 99
- Arrestin-AP2 inh = 18
- V-ATPase pHluor = 2

COc1ccc(-c2ccnc(SCC(=O)N3CCN(c4ccccc4)CC3)n2)cc1
- DSG3 Ab inh = 85
- Arrestin-AP2 inh = 45
- V-ATPase pHluor = -3

NNC(=O)c1csc(CS(=O)(=O)c2ccc(Cl)cc2)n1
- DSG3 Ab inh = 93
- Arrestin-AP2 inh = 7
- V-ATPase pHluor = 4

COCCNC(=O)CSc1nc2sc(C)c(C)c2c(=O)n1-c1ccccc1
- DSG3 Ab inh = 110
- Arrestin-AP2 inh = 9
- V-ATPase pHluor = 1

Further compounds:
| DSG3 Ab inh | compound | Arrestin-AP2 inh | V-ATPase pHluor |
| --- | --- | --- | --- |
| 104 | CCCCN=C1NN=C(c2ccc(C)c(C)c2)CS1 | 2 | 0 |
| 101 | Cc1ccc(NS(=O)(=O)c2ccc(Br)cc2)nc1 | 6 | 1 |
| 103 | O=C1NCCCC1C(=O)N/N=C/c1ccc([N+](=O)[O-])cc1 (stereo not given) | 10 | 10 |
| 103 | Cc1cc(F)ccc1NCc1ccccc1[N+](=O)[O-] | 18 | 2 |
| 98 | Cc1onc(NC(=O)CSCC(=O)O)c1Br | -13 | -2 |
| 104 | CCOC(=O)c1ccc(S(=O)(=O)N2CCN(C3CCCC3)CC2)cc1 | -5 | 1 |
| 102 | Cc1csc2ncnc(N3CCN(C(=S)Nc4ccc(F)cc4F)CC3)c12 | 6 | 0 |
| 107 | O=C(N/N=C\c1ccccc1)c1cccc(C(=O)N/N=C\c2ccccc2)n1 | 9 | 1 |
| 97 | O=[N+]([O-])c1cc2c(cc1/C=N/NS(=O)(=O)c1ccc(Br)cc1)OCO2 | 11 | 3 |
| 100 | Cc1ccc(C(=O)N/N=C\c2cc(Br)c(Br)o2)cn1 | 21 | -4 |
| 96 | Cc1cc2ccc3ccccc3c2cc1CN(C)C | 32 | 2 |
| 96 | CCCCc1ccc(S(=O)(=O)Nc2ccc(C)c(NS(C)(=O)=O)c2)cc1 | 23 | -1 |
| 101 | CC(C)(C)NC(=O)C1Cc2ccccc2CN1S(=O)(=O)c1ccc(F)cc1 (stereo not given) | -2 | -2 |
| 108 | O=C(O)CCNC1C=CS(=O)(=O)C1 (stereo not given) | 32 | 3 |
| 92 | O=S(=O)(c1cccc(F)c1)N1CCCN(c2ccc(C(F)(F)F)cn2)CC1 | 17 | 5 |
| 91 | O=C(NNC(=O)c1nn(-c2ccc(F)cc2)ccc1=O)c1ccc(Cl)cc1 | -2 | 0 |
| 105 | COc1ccc(/C=C/C(=O)NC(=S)NNC(=O)c2cc(OC)c(OC)c(OC)c2)cc1OC | -5 | 5 |
| 99 | Cn1cnc(NCc2ccccc2)c1[N+](=O)[O-] | -17 | -2 |
| 101 | Nc1nnnn1CC(=O)N/N=C/c1ccccn1 | 39 | 1 |
| 90 | Nn1c(SCc2ccccc2F)nnc1-c1cccnc1 | 8 | -6 |
| 106 | CCN(CC)CC(O)CCCCCCCCC(=O)OC (stereo not given) | 2 | 0 |
| 92 | Cc1cccc(Nc2nc(N)c([N+](=O)[O-])c(NCc3ccccc3)n2)c1 | 6 | -2 |
| 104 | S=C(NC1CCCCC1)N1CCOCCOCCN(C(=S)NC2CCCCC2)CCOCCOCC1 | -2 | -1 |
| 110 | CCCCOc1ccc(/C=C(\C#N)C(=O)NC2CC2)cc1 | 40 | 0 |

7 compounds out of the list above, ordered by the number in V-ATPase pHluor, rising:
| DSG3 Ab inh | compound | Arrestin-AP2 inh | V-ATPase pHluor |
| --- | --- | --- | --- |
| 90 | Nn1c(SCc2ccccc2F)nnc1-c1cccnc1 | 8 | -6 |
| 101 | CC(C)(C)NC(=O)C1Cc2ccccc2CN1S(=O)(=O)c1ccc(F)cc1 (stereo not given) | -2 | -2 |
| 104 | S=C(NC1CCCCC1)N1CCOCCOCCN(C(=S)NC2CCCCC2)CCOCCOCC1 | -2 | -1 |
| 91 | O=C(NNC(=O)c1nn(-c2ccc(F)cc2)ccc1=O)c1ccc(Cl)cc1 | -2 | 0 |
| 101 | Nc1nnnn1CC(=O)N/N=C/c1ccccn1 | 39 | 1 |
| 108 | O=C(O)CCNC1C=CS(=O)(=O)C1 (stereo not given) | 32 | 3 |
| 105 | COc1ccc(/C=C/C(=O)NC(=S)NNC(=O)c2cc(OC)c(OC)c(OC)c2)cc1OC | -5 | 5 |

Further entries:
| DSG3 Ab inh | compound | Arrestin-AP2 inh | V-ATPase pHluor |
| --- | --- | --- | --- |
| 110 | O=C(Nc1ccc(Br)c(Br)c1)C1CCCO1 (stereo not given) | 0 | -2 |
| 98 | O=C(Nc1ccccc1)NC1CCCCCCC1 | -8 | -1 |
| 95 | Cc1cc(C)c2c(N)c(C(=O)Nc3ccccc3Cl)sc2n1 | -26 | 4 |
| 97 | COC(=O)Nc1nnc(COc2ccccc2)s1 | 20 | 0 |
| 101 | O=C(Nc1ccc(Nc2ccccc2)cc1)c1ccc(Cl)cc1Cl | 11 | 1 |
| 115 | O=C(O)C1c2ccccc2C(=O)N(Cc2ccc(F)cc2)C1c1ccncc1 (stereo not given) | 0 | -4 |
| 104 | Cn1cccc1/C=N/NC(=O)c1ccncc1 | -5 | 3 |
| 103 | O=C(Nc1ccc2oc(=O)ccc2c1)c1ccc(-c2cccc([N+](=O)[O-])c2)o1 | 7 | -3 |
| 108 | O=C(NNS(=O)(=O)c1ccccc1C(F)(F)F)c1cc2ncc(C(F)(F)F)cc2s1 | -16 | -3 |
| 111 | Cc1ccc(S(=O)(=O)N2CCN(c3ccccn3)CC2)cc1 | -1 | 1 |
| 94 | COc1ccc(C(=O)NC(=S)NNC(=O)c2c(-c3ccccc3)noc2C)cc1OC | 18 | -3 |
| 108 | c1cc(-c2sc(-c3ccncc3)c(-c3ccncc3)c2-c2ccncc2)ccn1 | 30 | -5 |
| 100 | CCOc1ccc(NS(=O)(=O)c2ccc3[nH]c(=O)c(=O)[nH]c3c2)cc1 | 7 | -2 |
| 108 | O=C(NCCCc1ccccc1)C1CC1 | 8 | 1 |
| 99 | O=C(NNC(=O)c1csc(-c2cnccc2C(F)(F)F)n1)c1ccc(C(F)(F)F)cc1 | 16 | 5 |
| 102 | COc1ccc(/C=N/N2C(=O)CN(C(=O)c3ccccc3)C2c2ccc(OC)cc2)cc1 (stereo not given) | 6 | -1 |
| 100 | Cc1ccc(Sc2nc(C)c([N+](=O)[O-])c(C)c2C#N)cc1 | 5 | 0 |
| 105 | Nc1nc2ccccc2n1/N=C/c1ccc2c(c1)OCO2 | 2 | 0 |
| 104 | O=C(Nc1nnc(COc2ccc(F)cc2)s1)Nc1ccccc1F | 0 | 3 |
| 90 | O=C1N=C(N2CCN(Cc3ccccc3)CC2)S/C1=C/c1cccs1 | 24 | 1 |
| 99 | Cc1noc(NC(=O)c2c(-c3c(Cl)cccc3Cl)noc2C)c1[N+](=O)[O-] | 40 | -34 |
| 118 | Cc1c(S(=O)(=O)c2ccccn2)c(N)n(Cc2cccc(Cl)c2)c1C | 39 | -4 |
| 103 | CCNC(=S)Nc1cccc(F)c1C | -7 | -3 |
| 89 | Cc1cccc(-[n+]2c(-c3cccc(Br)c3)[nH]c3nc4ccccc4nc32)c1 | 20 | 3 |
| 107 | Clc1cccc(OCCOCCN2CCNCC2)c1Cl | -4 | 3 |
| 97 | O=C(N/N=C/C=C/c1ccco1)c1cnccn1 | 4 | 1 |
| 100 | Cc1c(C(=O)NN)sc(-c2ccccc2)c1C#N | -5 | -2 |
| 94 | Cc1ccc2nc(-c3ccc(N)cc3)sc2c1 | 9 | -6 |
| 105 | COc1ccccc1-c1noc(CCCC(=O)Nc2ccc(C(N)=O)cc2)n1 | 28 | 2 |
| 101 | O=C(Nc1ccccc1)C1CCOC1=O (stereo not given) | 14 | -1 |
| 117 | O=C(Nc1nccs1)OCc1ccccc1 | -14 | -1 |
| 92 | O=c1[nH]c(S)c(/C=C2\C=Nc3ccccc32)s1 | 23 | -1 |
